Epigenetic derep: derepresses silenced GFP reporter in murine cells. murine LDR cells, GFP reporter derepression, 30 h. hit rate 0.2% among 280,000. Potency, µM (top dose mostly 53.9 µM), for inactives: at the highest dose GFP activation, hits mostly activators; also: potency is read from the fitted curve at half-maximal effect; % of control where 0% means no effect; nearly all actives have a fitted effect of over 60% in size
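Murine LDR cells bearing a silenced CMV-driven GFP reporter were exposed to compound for 30 h at 37 C. After PBS washes, GFP-positive cells (20-120 um objects) counted by laser-scanning microplate cytometry.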
TR SRC2 fluor cs: alters Texas Red total fluorescence, flagging assay interference; TRb/SRC2 Texas Red total fluorescence interference; Potency, µM (titrated, usually from 106 µM), without a hit: at the top dose fluorescence change, negative = quenching; hit rate 0.29% among 280,000; active = well fitted curve in either direction with a large enough effect; inconclusive = small, poorly fitted or top-dose-only effect; also: potency is read from the fitted curve at half-maximal effect; % is scaled to controls: 0 for no effect and ±100 for the full control effect
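Human TRb ligand-binding domain at 0.6 uM with 20 nM Texas Red SRC2 peptide in Tris buffer containing 1 uM T3 and 5% DMSO, incubated with compound 5 h at ambient temperature. Total fluorescence (555/632 nm) calculated as parallel + 2 × perpendicular.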
Tau fluor cs: counter-screen for tau fibril formation inhibitors | tau K18 P301L (four-repeat tau fragment) Alexa594 fluorescence, heparin fibrillization | Potency, µM (top dose mostly 57.7 µM), for the others: at the top dose activity change, negative = decrease | hit rate 0.93% among 280,000 | AID 1463; also: potency is read from the fitted curve at half-maximal effect; % is scaled to controls: 0 for no effect and ±100 for the full control effect; nearly all actives have a fitted effect of over 55% in size
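Human K18 P301L tau (15 uM unlabeled plus 0.24 uM Alexa 594-labeled, final) in 100 mM sodium acetate pH 7 was mixed with compound and 20 uM heparin and incubated 6 hr at 37 C.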
TRb SRC2 PPI: TRbeta-SRC2 interaction inhibition; TRbeta-SRC2 peptide binding, fluorescence polarization; receptor liganded with 1 µM T3; hit rate 0.065% among 280,000; Potency, µM (doses to about 106 µM), without a hit: top-dose activity change, negative = inhibition, actives largely listed as inhibitors;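 also: potency is read from the fitted curve at half-maximal effect; plate controls were bound peptide for no effect and peptide without receptor for full effect; nearly all actives have a fitted effect of over 50% in size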
Target sequence (P10828 whole entry, looked up): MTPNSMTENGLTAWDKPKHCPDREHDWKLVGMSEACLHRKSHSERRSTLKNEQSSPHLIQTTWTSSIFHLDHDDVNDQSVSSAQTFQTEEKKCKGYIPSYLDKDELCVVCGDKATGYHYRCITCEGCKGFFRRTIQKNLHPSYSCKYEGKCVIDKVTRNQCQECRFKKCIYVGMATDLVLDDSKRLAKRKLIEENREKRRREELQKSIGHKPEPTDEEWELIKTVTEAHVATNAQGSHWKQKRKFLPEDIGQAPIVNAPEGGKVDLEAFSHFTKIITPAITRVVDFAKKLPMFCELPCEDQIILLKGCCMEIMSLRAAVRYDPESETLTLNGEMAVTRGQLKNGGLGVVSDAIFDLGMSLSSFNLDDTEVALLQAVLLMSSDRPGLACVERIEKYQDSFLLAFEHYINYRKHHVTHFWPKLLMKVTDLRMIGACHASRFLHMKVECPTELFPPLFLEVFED
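Read-out is fluorescence polarization (555 nm excitation, 632 nm emission) of a Texas Red SRC2 coactivator peptide; loss of signal reflects blocked binding to human TRb ligand-binding domain in the presence of 1 uM T3.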
Tau FP inhib: tau fibrillization inhibition (FP). P10636. K18 P301L tau heparin fibrillization, Alexa594 FP, 6 h. Potency, µM (doses to about 57.7 µM), for inactives: top-dose activity, negative = inhibition, actives largely listed as inhibitors. hit rate 0.39% among 280,000. AID 1468; also: potency is read from the fitted curve at half-maximal effect; % is scaled to controls: 0 for no effect and ±100 for the full control effect; nearly all actives have a fitted effect of over 55% in size
Target sequence (P10636 561-689 P618L limits assumed): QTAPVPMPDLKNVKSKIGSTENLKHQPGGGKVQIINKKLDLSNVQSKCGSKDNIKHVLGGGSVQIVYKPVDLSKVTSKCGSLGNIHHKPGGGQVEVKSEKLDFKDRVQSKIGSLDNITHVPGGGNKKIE
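Human K18 P301L fragment (15 uM unlabeled plus 0.24 uM Alexa 594-labeled) in 100 mM sodium acetate pH 7 with compound, aggregation induced by 20 uM heparin for 6 hr at 37 C. ThT (30 uM) added for 1 hr, then Alexa 594 FP read.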
NPSR antag: antagonists of human neuropeptide S receptor cAMP signaling | CHO-NPSR cells, cAMP TR-FRET, antagonist mode | Q6W5P4 | Potency, µM (titrated, usually from 38.3 µM), for the others: at the top dose activity change, negative = inhibition, usual class: inhibitors | hit rate 1% among 220,000; also: potency is read from the fitted curve at half-maximal effect; % is scaled to controls: 0 for no effect and ±100 for the full control effect; nearly all actives have a fitted effect of over 50% in size; many of its hits are not listed in these tables
Target sequence (Q6W5P4 whole entry, looked up): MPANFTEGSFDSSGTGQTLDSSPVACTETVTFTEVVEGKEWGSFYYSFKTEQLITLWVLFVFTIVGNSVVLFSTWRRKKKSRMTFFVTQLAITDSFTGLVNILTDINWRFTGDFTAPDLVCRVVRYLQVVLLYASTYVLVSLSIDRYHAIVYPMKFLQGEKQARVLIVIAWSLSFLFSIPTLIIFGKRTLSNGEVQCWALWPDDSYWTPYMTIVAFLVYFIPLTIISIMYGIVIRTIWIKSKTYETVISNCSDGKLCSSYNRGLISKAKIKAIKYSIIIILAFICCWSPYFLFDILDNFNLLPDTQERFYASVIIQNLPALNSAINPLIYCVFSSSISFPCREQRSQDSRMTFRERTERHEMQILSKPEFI
CBFb RUNX1 block: blocks binding between human CBF-beta and RUNX1 | Q01196+Q13951 | AlphaScreen CBFb-His/RUNX1-biotin binding, biochemical | Potency, µM (doses to about 59.8 µM), without a hit: at the highest dose activity, negative = inhibition, actives largely listed as inhibitors | 230,000 tested, under 10 active | AID 1477; also: % of control where 0% means no effect
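Proteins preincubated together for 20 min at RT before compound addition; 15 min later, nickel and streptavidin beads were added and left 90 min prior to AlphaScreen measurement.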
aGal spleen mod: inhibits or activates alpha-galactosidase in human spleen homogenate | P06280 | human spleen homogenate, 4MU-alpha-Gal fluorescence, 40 min | Potency, µM (series often up to 80 µM), for the others: at the top dose activity change, negative = inhibition, hits mostly inhibitors | hit rate 0.008% among 240,000;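 also: potency is read from the fitted curve at half-maximal effect; 0% = enzyme with vehicle and -100% = no enzyme basal signal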
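qHTS titration in buffer at pH 5.0. Alpha-galactosidase activity in spleen homogenate was measured via 4-methylumbelliferone release from 1 mM fluorogenic substrate after 40 min at 37C and a pH 10 stop. AC50 came from Hill fits of control-normalized data.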
* hit, by the source's call; ? = inconclusive; . = no result given; [ ] = remark or other dose. Unless noted, calls follow the shape of the dose curve; as a rule, active = well fitted curve in the direction sought with a large enough effect; inconclusive = small, poorly fitted or top-dose-only effect, or another doubt; inactive = no such curve, though single readings can be large; an effect the other way counts as inactive or inconclusive.

no.	Structure	Epigenetic derep	TR SRC2 fluor cs	Tau fluor cs	TRb SRC2 PPI	Tau FP inhib	NPSR antag	CBFb RUNX1 block	aGal spleen mod
1	CC(=O)N1CCCc2cc(S(=O)(=O)CCC(=O)N3CCN(c4cccc(C)c4)C(C)C3)ccc21 (stereo not given)	-0.9%	-1%	-3%	-14%	8%	-9%[46.1 µM]	-19%	-1%
2	COc1cc2c(cc1OC)C(C1C(=O)CC(C)(C)CC1=O)N(C(=O)CCl)CC2 (stereo not given)	-0.9%	-1%	4%	-2%	-4%	22%	9%	4%
3	Cc1ccc(S(=O)(=O)CCC(=O)N2CCc3ccccc32)cc1	0.6%	-2%	-12%	-13%	7%	-10%[46.1 µM]	-1%	9%
4	CC(NC(=O)CSc1nc2c(cc1C#N)CN(C)CC2)c1ccccc1 (stereo not given)	-0.5%	-3%	-20%	-3%	3%	?	-25%	-4%
5	CCCCCCCC[C@@H](O)/C=C/C=C/C=C\[C@@H](O)CCCC(=O)O	-0.3%	-1%	-22%	-3%	-2%	.	-12%	-12%
6	COC(=O)c1ccc(-c2ncc[nH]2)cc1	-0.8%[10.1 µM]	-1%	3%	4%	4%	0%	1%	-5%
7	CCCn1nnnc1NCc1c(F)cccc1Cl	0.0%	-4%	-8%	-4%	-1%	-18%	3%	3%
8	CCc1nn2c(=O)cc(COC(=O)c3ccc4c(c3)OCO4)nc2s1	1.5%	-5%	-9%	-5%	-8%	.	.	.
9	CCN(CC)Cc1cc(CC(C(N)=O)C(N)=O)ccc1OC	1.4%	-2%	-4%	-3%	-8%	-15%[46.1 µM]	-2%	-4%
10	CN(C)S(=O)(=O)c1cccc(-c2nn(-c3ccccc3)cc2/C=C2\SC(=S)NC2=O)c1	-1.0%	-12%	-19%	7%	4%	7.9µM*	?	-1%
11	COc1c(O)cccc1-c1nnn(CCC(=O)OCC(=O)c2ccccc2)n1	-0.7%	-2%	-15%	4%	-8%	-4%[46.1 µM]	2%	2%
12	COc1ccccc1NS(=O)(=O)c1ccc(N2CCOCC2)c(NC(=O)c2ccco2)c1	-0.2%	-2%	-11%	-3%	8%	-22%	2%	7%
13	O=C(Cc1ccccc1)Nc1cc(-c2nc3cc(Cl)ccc3o2)ccc1Cl	0.0%	4%	6%	9%	-15%	.	.	.
14	CC(C)(C)NC(=O)CN(Cc1cccs1)C(=O)CN1C(=O)C(=O)c2ccccc21	-0.1%	-1%	-5%	6%	-8%	21%	6%	9%
15	Cc1nonc1OC(C)CNCCNc1ccc([N+](=O)[O-])cc1 (stereo not given)	2.1%	-6%	-14%	-8%	-6%	7%	-1%	1%

(list continues)
no.	Structure	Epigenetic derep	TR SRC2 fluor cs	Tau fluor cs	TRb SRC2 PPI	Tau FP inhib	NPSR antag	CBFb RUNX1 block	aGal spleen mod
16	Cc1nc(N2CCOCC2)c(C#N)c2c1COC(C)(C)C2	-0.8%	0%	-1%	8%	-3%	-8%[46.1 µM]	1%	23%
17	O=C(CCN1CCc2ccccc2C1)Nc1ccc(F)cc1	0.0%	-1%	1%	2%	-4%	-7%[46.1 µM]	5%	1%
18	CC(C)(C)n1nc2c(c1NC(=O)Cc1cccs1)CSC2	-2.6%	1%	-1%	1%	-1%	-9%[46.1 µM]	1%	12%
19	Cc1ccccc1Nc1nc(=O)c2cc([N+](=O)[O-])ccc2s1	-0.9%	-10%	-8%	-1%	-2%	3%[46.1 µM]	-4%	13%
20	CCCCC(=O)Nc1cc(-c2nc3ccccc3o2)ccc1OC	-1.6%	4%	-14%	9%	-10%	.	.	.
21	Cc1ccc(P(C)(=O)c2ccc(C)cc2)cc1	-4.6%	-2%	-4%	2%	-5%	0%[46.1 µM]	-6%	8%
22	CC(C)NC(=S)NC(=O)/C=C/c1cccc2ccccc12	0.1%	-3%	-9%	-3%	-5%	-36%	1%	-2%
23	Cc1ccn2c(NCc3ccc4c(c3)OCO4)c(-c3ccc(O)cc3)nc2c1	0.0%	-5%	-15%	-6%	7%	-14%[46.1 µM]	-2%	2%
24	COc1ccc(CNC(=O)c2c(F)c(F)c(F)c(F)c2F)cc1	-2.0%	-2%	-5%	-10%	-9%	3%	0%	-8%
25	CCC1CCCCN1CCCNC(=O)CCCNC(=O)Cn1cnc2sc3c(c2c1=O)CCCC3 (stereo not given)	-2.2%	3%	0%	6%	4%	-8%	17%	6%
26	CC(=O)Nc1cc(C(=O)N2CCOCC2)ccc1S(=O)(=O)c1ccc(C)cc1	-0.2%	2%	3%	4%	-1%	3%[46.1 µM]	-1%	-5%
27	COc1ccc(CNC(=O)Cn2c(=O)nc(-c3ccccc3F)c3cc(Cl)ccc32)cc1OC	-4.7%	-4%	-7%	3%	-3%	.	.	.
28	CCCNC(=O)C1CCC(Cn2c(=O)c3sccc3n(Cc3ccccc3F)c2=O)CC1 (stereo not given)	1.5%	-2%	10%	5%	-4%	.	.	.
29	CCN(CC)CCCN1C=C2C(=O)C(C)(OC(=O)c3cccs3)C(=O)C=C2C=C1CCCC(=O)OC (stereo not given)	.	-2%[11.2 µM]	-1%[11.6 µM]	2%[11.2 µM]	8%[11.6 µM]	.	-1%[13.1 µM]	5%[17.5 µM]
30	COc1ccc(-c2nc(C#N)c(N3CCC(C(N)=O)CC3)o2)cc1OC	-1.0%	-7%	-5%	-5%	0%	-15%[46.1 µM]	2%	11%

2 compounds from above, reduced to TR SRC2 fluor cs and Tau FP inhib:
No.	SMILES	TR SRC2 fluor cs	Tau FP inhib
16	Cc1nc(N2CCOCC2)c(C#N)c2c1COC(C)(C)C2	0%	-3%
21	Cc1ccc(P(C)(=O)c2ccc(C)cc2)cc1	-2%	-5%

Additional results.
no.	Structure	Epigenetic derep	TR SRC2 fluor cs	Tau fluor cs	TRb SRC2 PPI	Tau FP inhib	NPSR antag	CBFb RUNX1 block	aGal spleen mod
31	O=C(N/N=C/c1ccc(Cl)c([N+](=O)[O-])c1)c1cc(-c2ccccc2)nc2ccccc12	1.2%	1%	3%	2%	-7%	18%	-5%	-1%
32	Cc1ccc(NC(=O)CCS(=O)(=O)c2cc(Br)cc3c2N(C(=O)C2CC2)CC3)cc1	-1.3%	1%	-11%	-2%	-7%	.	.	.
33	CC1Oc2ccccc2C=C1C1/C(=C(/O)c2ccccc2)C(=O)C(=O)N1CCCN(C)C (stereo not given)	-1.1%	-1%	-4%	-7%	0%	-10%[46.1 µM]	-2%	4%
34	COc1ccc(OC)c(NC(=O)c2sc3nc(Cc4ccccc4)cc(C(F)(F)F)c3c2N)c1	-1.0%	1%	-9%	-20%	3%	?	0%	7%
35	COc1ccc(N(C(=O)c2ccccc2OC(C)=O)C(C)C2CC2)cc1 (stereo not given)	-0.7%	0%	4%	-12%	-2%	-18%[46.1 µM]	4%	-13%
36	O=C(NC(=S)Nc1cc(C(F)(F)F)ccc1N1CCOCC1)c1ccc(-c2cccc(Cl)c2)o1	-0.6%	2%	-20%	-2%	-14%	-12%	10%	3%
37	COc1cc(N2CCCC2)ccc1C=O	5.2%	-1%[53 µM]	-7%	9%[53 µM]	-5%	5%	12%	-6%
38	CC(C)CCOc1ccc(C2(C)NC(=O)N(CN3CCOCC3)C2=O)cc1 (stereo not given)	-1.0%	1%	-8%	-1%	5%	-16%[46.1 µM]	0%	2%
39	NS(=O)(=O)c1ccc(NC(=O)COC(=O)Cc2ccc(Cl)cc2)cc1	0.0%	-1%	-14%	-2%	2%	-8%	-7%	-4%
40	Cc1ccc(C(=O)CSc2nc(-c3ccccc3)cc(=O)[nH]2)cc1	0.0%	-2%	10%	5%	0%	20%	-5%	7%
41	COc1ccc(C(=O)NCC(=O)N/N=C/C(C)=C/c2ccco2)cc1OC	2.1%	-5%	1%	1%	-6%	-17%	-5%	3%
42	Cc1ccc(C)c(N=Cc2ccc(-c3ccc([N+](=O)[O-])cc3)o2)c1	-1.6%	-1%	?	5%	14%	-35%	?	-4%
43	O=C(CSc1nncs1)NCc1ccc(F)cc1	-1.6%	0%	5%	-2%	2%	3%	8%	2%
44	O=S(=O)(Nc1ccc(O)c(CN2CCCCC2)c1)c1ccccc1	1.5%	1%	-3%	-3%	-10%	-29%[46.1 µM]	4%	9%
45	CCn1c(=O)cc(SCC(=O)Nc2cccc(SC)c2)c2ccccc21	0.7%	1%	-5%	-1%	-5%	-34%[46.1 µM]	-6%	16%

The listing continues:
no.	Structure	Epigenetic derep	TR SRC2 fluor cs	Tau fluor cs	TRb SRC2 PPI	Tau FP inhib	NPSR antag	CBFb RUNX1 block	aGal spleen mod
46	COc1ccc(OCc2nnc(SCC(=O)c3c(N)n(C)c(=O)n(C)c3=O)n2-c2ccccc2F)cc1	27%	1%	-14%	1%	-5%	-3%	-2%	-7%
47	O=C(c1ccccc1S(=O)(=O)NCc1ccccc1)N1CCCC1	1.4%	1%	1%	0%	2%	-5%[46.1 µM]	-8%	12%
48	COc1cc2ccccc2nn1	2.0%	-2%	-6%	-7%	3%	10%	9%	11%
49	COC(=O)C1=C(C)NC(=O)NC1c1ccc(OCC(=O)N2CCCCC2)cc1 (stereo not given)	-1.1%	-3%	-4%	-8%	-6%	2%[46.1 µM]	-1%	-12%
50	Cc1ccc(N(C(=O)c2sc(C)nc2C)C(C(=O)NC(C)(C)C)c2ccncc2)cc1 (stereo not given)	0.2%	0%[53 µM]	0%	5%[53 µM]	5%	-15%	3%	2%
51	CCOc1ccc(NC(=O)CSC2=Nc3ccccc3C3=NC(CCC(=O)NCc4cccs4)C(=O)N23)cc1 (stereo not given)	-1.3%	4%	-13%	9%	15%	.	.	.
52	COC(C[C@@H](O)C[C@@H](O)COCc1ccccc1)OC	7.3%	1%	3%	-1%	2%	12%	5%	4%
53	CCOc1cccc(NC(=O)C2CCCN(S(=O)(=O)c3ccc(OC)cc3)C2)c1 (stereo not given)	5.8%	1%	-28%	-4%	-1%	?	4%	-8%
54	COC(=O)COc1cc(Cl)c(C=O)cc1OC	-5.1%	0%	-3%	-7%	-4%	8%	5%	3%
55	NS(=O)(=O)c1ccc(CCNC(=O)CCn2c(=O)c3cccn3c3cccnc32)cc1	?	0%	4%	15%	2%	.	.	.
56	CCCCCCNCCn1cnc2c(N)ncnc21	0.0%	-2%	-12%	-6%	5%	-4%[46.1 µM]	2%	-1%
57	Cc1nc2ccc(F)cc2cc1C(=O)NCc1ccco1	0.0%	2%	-1%	-1%	-4%	-2%[46.1 µM]	6%	4%

Assay outcomes deposited in PubChem by National Center for Advancing Translational Sciences (NCATS).

This is a subset, so the mix of outcomes need not match the whole.
